TDP1 block: blocks human tyrosyl-DNA phosphodiesterase 1. Potency, µM (doses to about 130 µM), without a hit: top-dose activity change, negative = inhibition, usual class: inhibitors. Q9NUW8. recombinant TDP1, AlphaScreen DNA substrate cleavage. 350,000 compounds, 0.28% hits; also: nearly all actives have a fitted effect of over 40% in size
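Enzyme-compound mixtures sat 15 min at room temperature, followed by a 5 min reaction with 15 nM final substrate and 10 min with AlphaScreen beads. Recombinant human Tdp1 was used at 1 nM final.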
N370S GC mod: N370S glucocerebrosidase modulation, Gaucher chaperone candidate; Potency, µM (titrated, usually from 59.4 µM), for the others: at the highest dose activity change, negative = inhibition, hits mostly inhibitors; AID 2101; N370S GC spleen homogenate, 4MU-glucoside fluorescence; 330,000 compounds, 0.092% hits;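 also: 0% = full enzyme activity and -100% = no enzyme basal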
FEN1 inh: human FEN1 inhibition | P39748 | Recombinant FEN1 flap cleavage, fluorescence, 15 min | Potency, µM (titrated, usually from 114 µM), without a hit: at the top dose activity change, negative = inhibition, most hits filed as inhibitors | 390,000 compounds, 0.35% hits; also: nearly all actives have a fitted effect of over 65% in size
Target sequence (P39748 whole entry, looked up): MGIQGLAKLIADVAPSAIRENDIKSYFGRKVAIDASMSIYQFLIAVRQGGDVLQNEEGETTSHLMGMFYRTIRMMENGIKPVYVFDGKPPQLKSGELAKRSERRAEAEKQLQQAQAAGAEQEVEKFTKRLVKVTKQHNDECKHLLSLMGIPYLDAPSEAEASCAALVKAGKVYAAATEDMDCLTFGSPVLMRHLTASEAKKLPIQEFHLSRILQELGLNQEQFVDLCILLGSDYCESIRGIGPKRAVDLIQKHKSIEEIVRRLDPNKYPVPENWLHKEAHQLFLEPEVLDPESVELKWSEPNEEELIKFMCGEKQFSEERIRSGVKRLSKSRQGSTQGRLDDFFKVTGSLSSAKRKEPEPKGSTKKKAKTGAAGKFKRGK
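Compounds are tested as a concentration series against 10 nM FEN1; after a 15 min room-temperature preincubation, 50 nM substrate starts cleavage, with plate reads at 0 and 15 min. Normalized responses are fitted by a Hill equation.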
Numbers without * were called inactive; ? = inconclusive; . = not tested or not shown; & = joins results of further samples; [ ] = dose if it differs, or a comment. Calls follow the shape of the dose curve; as a rule, active = well fitted curve in the direction sought with a large enough effect; inconclusive = small, poorly fitted or top-dose-only effect, or another doubt; inactive = no such curve, though single readings can be large; an effect the other way counts as inactive or inconclusive. Unless noted, % is scaled to controls: 0 for no effect and ±100 for the full control effect; potency is read from the fitted curve at half-maximal effect.

SMILES	TDP1 block	N370S GC mod	FEN1 inh
O=C(NCc1ccncc1)c1ccc2nc(Cc3ccccc3F)oc2c1	7%	-3%	8%
CC(C)CC(=O)NC(=S)Nc1ccccc1N1CCCC1	7%	-1%	-3%
CC(=O)c1cccc(NCC(=O)Nc2cccc(S(=O)(=O)N3CCCCC3)c2)c1	.	-4%	1%
COc1ccc(NC(=O)N(C)C[C@H]2Oc3c(NC(=O)Nc4ccccc4)cccc3C(=O)N([C@H](C)CO)C[C@@H]2C)cc1	2%	.	11%
O=[N+]([O-])c1cc(C(F)(F)F)ccc1NCCOc1ccccc1	5%	2%	-14%
COc1ccc(S(=O)(=O)N(C)C[C@H]2Oc3ccc(NC(=O)Nc4ccccc4)cc3C(=O)N([C@H](C)CO)C[C@@H]2C)cc1	3%	.	11%
COc1cc(/C=C2/SC(=O)NC2=O)ccc1OCc1ccccc1	.	-13%	9%
COc1ccc(N2C(=O)C3C4C=CC(c5ccccc5)(C3C2=O)C2C(=O)N(c3ccc(OC)cc3)C(=O)C42)cc1 (stereo not given)	5%	-12%	1%
O=C(COC(=O)CCc1ccc(S(=O)(=O)N2CCOCC2)cc1)Nc1ccccc1OC(F)F	1%	.	-10%
Cc1ccc2[nH]c(=O)c(CN(Cc3ccccc3)Cc3nnnn3Cc3ccccc3)cc2c1	2%	.	-15%
CCc1noc(C)c1C(=O)Oc1ccc(N(C)S(=O)(=O)c2ccc(C)c(C)c2)cc1	.	1%	-12%
O=C(CSc1nncs1)Nc1cccc2ccccc12	0%[0.505 µM]	0%	-3%
c1coc(-c2nc3nc4ccccc4n3nc2-c2ccco2)c1	2%	2%	0%
COc1ccc(S(=O)(=O)N2c3cc(Cl)ccc3Oc3nc4ccccc4nc32)cc1	0%	4%	-2%
Cc1cc(N2CCOCC2)nc2ccc(NC(=O)CCC(=O)N3CCN(c4ccccc4)CC3)cc12	7%	-4%	-18%
O=C(CCC1CCCN(C(=O)c2cccs2)C1)N1CCN(c2ccccn2)CC1 (stereo not given)	0%	3%	0%
COc1ccc(CNC(=O)Cn2nc(C(F)(F)F)c3c2CCC3)cc1	9%	3%	4%
COc1ccc(OC)c(-c2csc(NC(=O)CSCc3c(C)noc3C)n2)c1	.	-6%	-22%
Cc1cccc(C)c1NC(=O)CSc1ncc2c(n1)-c1ccc(Cl)cc1N(Cc1ccccc1)S2(=O)=O	-3%	.	5%
CCOC(=O)c1c(C)[nH]c(CCC(=O)NCCCN2CCN(c3cc(C)ccc3C)CC2)c1C	8%	.	-13%
CCCCN(C)C(=O)Cn1ncc2c([nH]c3ccc(C)cc32)c1=O	-1%	.	-2%
COc1ccc(Cn2ccc3nc(C)c(C(=O)NCc4ccc(SC)cc4)cc3c2=O)cc1	5%	.	-5%
CN1/C(=C\C(=O)c2oc3ccccc3c2N)C(C)(C)c2ccccc21	5%	?	8%
Cc1nc2ccc(-c3nc4ccccc4[nH]3)cc2[nH]1	0%	-2%	-7%
Cc1nc2ccccc2cc1C(=O)N/N=C/c1cccs1	1%	3%	-2%

3 structures from above, sorted by count of non-hydrogen atoms, low to high.
SMILES	TDP1 block	N370S GC mod	FEN1 inh
CC(C)CC(=O)NC(=S)Nc1ccccc1N1CCCC1	7%	-1%	-3%
COc1cc(/C=C2/SC(=O)NC2=O)ccc1OCc1ccccc1	.	-13%	9%
COc1ccc(NC(=O)N(C)C[C@H]2Oc3c(NC(=O)Nc4ccccc4)cccc3C(=O)N([C@H](C)CO)C[C@@H]2C)cc1	2%	.	11%

Molecules above with a CF3 group, in the order listed:
SMILES	TDP1 block	N370S GC mod	FEN1 inh
O=[N+]([O-])c1cc(C(F)(F)F)ccc1NCCOc1ccccc1	5%	2%	-14%
COc1ccc(CNC(=O)Cn2nc(C(F)(F)F)c3c2CCC3)cc1	9%	3%	4%

Some values from the entries so far:
TDP1 block result of CC(C)CC(=O)NC(=S)Nc1ccccc1N1CCCC1 reads 7%
N370S GC mod result of COc1ccc(S(=O)(=O)N2c3cc(Cl)ccc3Oc3nc4ccccc4nc32)cc1 reads 4%
FEN1 inh result of COc1cc(/C=C2/SC(=O)NC2=O)ccc1OCc1ccccc1 reads 9%

Further structures follow.
SMILES	TDP1 block	N370S GC mod	FEN1 inh
COc1cc(OC)c(OC)cc1/C=N/n1c(C)nc2ccccc2c1=O	.	0%	-8%
COc1ccc(-c2cc(-n3c(C(F)(F)F)nc4ccccc43)n(CCC#N)n2)cc1	-4%	1%	-8%
CN1CCC(NC(=O)Nc2cccc(C(F)(F)F)c2)CC1	-2%	-8%	14%
Nc1nn(S(=O)(=O)c2ccccc2)cc1-c1cccc([N+](=O)[O-])c1	5%	10%	-22%
COc1ccc(C(=O)Oc2cc(N)n(S(=O)(=O)c3ccccc3)n2)cc1	0%	7%	-1%
O=C(Nc1ccc(O)c2c(=O)cc(-c3ccccc3Cl)oc12)c1cccc(Cl)c1	8%&3%	-6%&24%	4%&14%
COc1ccc(C(=O)C[n+]2cccc(C)c2)cc1	4%	-3%	-11%
COc1cccc(CCc2nnc(CCC(=O)N3CCN(Cc4ccccn4)CC3)o2)c1	.	8%	-17%
Cc1ccc(C(=O)NCC(=O)Nc2ncccc2C)s1	.	2%	1%
Cc1ccc(NC(=O)COC(=O)CCCC2=NS(=O)(=O)c3ccccc3N2)cc1C	2%	-24%	-13%
COc1ccc([N+](=O)[O-])cc1/C=N/NC(=O)Cc1ccccc1	1%	2%	-2%
CC(C)NC(=O)CN1C(=O)C(=O)c2ccccc21	-2%	25%	7%
CCN(CC)c1cccc(OCC(=O)N(C)CCC#N)c1	8%	2%	6%
Cc1ccc(-c2ccc(SCC(=O)NC3CCCC3)nn2)cc1	-3%	-1%	0%
COc1ccc(N2CCN(C(=O)COC(=O)c3cccc(S(=O)(=O)Nc4ccccc4OC)c3)CC2)cc1	3%	-6%	-6%
C#CCN1C(=O)C(O)(CC(=O)/C=C/C=C/c2ccccc2)c2ccccc21 (stereo not given)	0%	-12%	13%
Cc1[nH]n(-c2nc(-c3cccc([N+](=O)[O-])c3)cs2)c(=O)c1C	10%	2%	-5%
Cc1ccccc1-n1c(SCC(=O)c2cc(C)n(C)c2C)nnc1-c1cccnc1	7%	0%	-6%
O=C(CN1CCN(c2ccccc2F)CC1)c1ccc2c(c1)OCO2	8%	-3%	-1%
Cc1noc(C)c1S(=O)(=O)N1CCC(C(=O)Nc2ccccn2)CC1	2%	-4%	5%
Cc1ccc(Oc2nc(C(F)(F)F)nc3ccccc23)cc1	-6%	1%	-5%
CC1CC1C(=O)OCC(=O)NC(=O)c1ccc(C(C)(C)C)cc1 (stereo not given)	-1%	.	11%
Cc1nc(-c2nc(CC(=O)NNC(=O)c3ccc(Cl)cc3)cs2)cs1	.	9%	-6%
CCOC(=O)Nc1ccc2c(CN3CCN(S(=O)(=O)c4ccccc4)CC3)cc(=O)oc2c1	-1%	?	-11%
COc1ccc(C)cc1NC(=O)C1CC(=O)N(Cc2ccco2)C1 (stereo not given)	5%	6%	-1%

Other structures follow:
SMILES	TDP1 block	N370S GC mod	FEN1 inh
C#CCOCCOCCOCCNc1nc(N2CCOCC2)nc(N2CCN(C(=O)[C@H](Cc3cc4ccccc4[nH]3)n3cc([C@@H](N)Cc4ccc(O)cc4)nn3)CC2)n1	8%	-24%	-18%
CNC(=O)c1ccc(Nc2nnc(-c3ccc(C)c(S(=O)(=O)N4CCOCC4)c3)c3ccccc23)cc1	6%[2.28 µM]	.	0%
COc1cc(C2/C(=C(\O)c3ccc4c(c3)CC(C)O4)C(=O)C(=O)N2CCN2CCOCC2)cc(OC)c1OC (stereo not given)	5%	-6%	4%
Nc1ccc(NC2C[C@@H](C(=O)O)NC2=O)cc1 (stereo not given in full)	-3%	-6%	-16%
O=[N+]([O-])c1cc([N+](=O)[O-])c(Oc2ccc(Cl)c3cccnc23)cc1NN1CCCCC1	.	-7%	11%
CCC(C)NC(=O)c1ccc2nc(-c3ccc(OC)c(OC)c3)c(-c3ccc(OC)c(OC)c3)nc2c1 (stereo not given)	.	-7%	15%
CN(CC(=O)NCC(=O)Nc1ccc(F)c(F)c1F)C1CCS(=O)(=O)C1 (stereo not given)	-3%[56.1 µM]	.	-7%
COC(=O)CS	9%	1%	.
COc1ccccc1OCCOCCOc1c(C)cc(C)cc1Br	-11%	6%	1%
COC(=O)N1C/C=C\C(c2ccc(OC)cc2)N(Cc2ccc(F)cc2)C(=O)C1 (stereo not given)	3%&1%	-3%&0%	-20%&3%
O=C(OCc1cnc(Cl)s1)c1cccs1	1%	10%	5%
O=C(Cn1ccc2cc(S(=O)(=O)N3CCCCC3)ccc21)NCc1cccc(Cl)c1	8%	.	2%
Cc1ccc(C(=O)C(OC(=O)c2c(C)cc(=O)oc2C)c2ccccc2)cc1 (stereo not given)	-4%	12%	-11%
COc1ccc(CNC(=O)C[C@H]2C[C@H](C(=O)N3CCCCC3)[C@@]3(C)c4[nH]c5cc(-c6ccco6)ccc5c4CCN3C2=O)cc1OC	4%[56.1 µM]	.	?
Cc1cccc(-n2c(N)c(-c3nc4ccccc4n3C)c3nc4ccccc4nc32)c1	5%	-9%	-2%
CC(C)Sc1ncc(S(=O)(=O)c2ccccc2)c(=O)[nH]1	6%	4%	0%
NS(=O)(=O)c1ccc(N=NN2CCCCC2)cc1	3%	15%	-9%
CCN1CCN(S(=O)(=O)c2ccc(Cl)c(C(=O)NCc3nc4ccccc4[nH]3)c2)CC1	0%	.	-5%
CC(C)CCNC(=O)C1CCCN(S(=O)(=O)c2ccc3c(c2)CC(C)N3C(=O)C2CC2)C1 (stereo not given)	2%	-19%	8%
CCOC(=O)CCN1C(=O)[C@H]2[C@H]3[C@H](O)[C@H](O)C/C(=N/O[C@@H]4O[C@@H](COC(C)=O)[C@@H](OC(C)=O)[C@@H](OC(C)=O)[C@H]4OC(C)=O)[C@@H]3CC[C@@H]2C1=O	6%[21 µM]	1%[12.8 µM]	.
CCCCNS(=O)(=O)c1ccc(S(=O)(=O)n2cnc3ccccc32)cc1	0%	7%	-14%
O=C(CN(C(=O)CCC(=O)Nc1ccccn1)C1CCCC1)NCc1ccc(F)cc1	-2%	4%	14%
COC(=O)C1C(O)=C(C(C)=N)C(=O)CC1(C)C (stereo not given)	0%	5%	-7%
CN(C)CCNC(=O)C(=O)NCC(c1ccc2c(c1)OCO2)N1CCOCC1 (stereo not given)	-1%	.	23%
Cc1cccc(OCc2nnc3n2CCCCC3)c1	-1%	-11%	11%
CCOc1ccc(C2CC(=O)Nc3nc(SCc4ccccc4C)[nH]c(=O)c32)cc1OC (stereo not given)	1%	.	-11%

Retrieved by structure from above:
SMILES	TDP1 block	N370S GC mod	FEN1 inh
COc1ccc(CNC(=O)C[C@H]2C[C@H](C(=O)N3CCCCC3)[C@@]3(C)c4[nH]c5cc(-c6ccco6)ccc5c4CCN3C2=O)cc1OC	4%[56.1 µM]	.	?
COC(=O)C1C(O)=C(C(C)=N)C(=O)CC1(C)C (stereo not given)	0%	5%	-7%
CCN1CCN(S(=O)(=O)c2ccc(Cl)c(C(=O)NCc3nc4ccccc4[nH]3)c2)CC1	0%	.	-5%
O=[N+]([O-])c1cc([N+](=O)[O-])c(Oc2ccc(Cl)c3cccnc23)cc1NN1CCCCC1	.	-7%	11%

Screens: PubChem, National Center for Advancing Translational Sciences (NCATS)
